# 14-3-3g Raf = alters human 14-3-3 gamma binding to Raf peptide. actives 0.19% (n = 160,000). inhibition, % at 40 µM. FP, 14-3-3gamma / TMR-pS259-Raf peptide binding. P61981; in the data active = inhibition above about 30%;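 note: 0% = protein plus tracer without compound and 100% = blank with tracer alone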
# Target sequence (P61981 whole entry, looked up): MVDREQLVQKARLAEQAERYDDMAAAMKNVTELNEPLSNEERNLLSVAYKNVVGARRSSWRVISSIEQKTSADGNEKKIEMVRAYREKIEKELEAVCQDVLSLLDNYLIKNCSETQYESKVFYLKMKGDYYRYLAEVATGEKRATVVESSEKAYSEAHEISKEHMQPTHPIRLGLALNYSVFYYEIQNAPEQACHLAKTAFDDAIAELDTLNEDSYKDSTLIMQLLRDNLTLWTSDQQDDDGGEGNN
# Starred values were filed as active, the others as inactive; & = joins results of further samples.
SMILES,14-3-3g Raf
CCC(C)N1CC23C=CC(O2)C(C(=O)OCc2ccccc2)C3C1=O (configuration not stated),-7.2
COc1ccccc1N1C(=S)NC2CC1(C)Oc1c(OC)cccc12 (configuration not stated),-4.5
CCOC(=O)c1c(NC(=O)c2cccc(C)c2)sc(C(=O)Nc2ccccc2F)c1C,-4.4
O=C(NCc1ccncc1)/C(=N/O)c1ccccc1,-3.5
C=CCN=C1SC(C)C(=O)N1S(=O)(=O)c1ccccc1 (configuration not stated),-6.0
CCc1nnc(NC(=O)CCN2C(=O)c3ccccc3C2=O)s1,-2.7
Cc1ccc(N2C(=O)NC3CC2(C)Oc2ccc(Cl)cc23)cc1 (configuration not stated),0.4
CCOC(=O)N1CCN(C(=O)c2ccc(C)c(S(=O)(=O)Nc3ccccc3)c2)CC1,3.8
CC(C)n1c(=N)c(C(=O)NCCc2ccccc2)cc2c(=O)n3ccccc3nc21,-0.5&0.0
Cc1ccc(NS(=O)(=O)c2ccc(CCC(=O)O)cc2)cc1,-3.3
O=C(Nc1ccc(I)cc1)c1cccc(Br)c1,-4.7
CCOCCn1cnc2sc(C(=O)NCc3ccccn3)c(C)c2c1=O,-7.3
CC1(C)Cc2c(c(N3CCOCC3)nc3sc(-c4ccc(C(=O)O)o4)c(N)c23)CO1,-74.1
O=C(Nc1ccc(F)cc1)c1c(O)c2cccc3c2n(c1=O)CCC3,-2.1
CCc1ccc2c(CN(CC)Cc3nc4ccccc4c(=O)[nH]3)cc(=O)oc2c1,-2.8
CN(C)S(=O)(=O)c1ccc(C(=O)N=c2sc3cc(F)ccc3n2C)cc1,6.5
N=c1c2c3c(sc2ncn1CCO)CCCC3,3.3
O=C(Nc1ccccc1N1CCCCC1)c1ccc2nccnc2c1,-9.2
CCOC(=O)c1c(NC(=O)c2cc3n(n2)C(C(F)(F)F)CC(c2ccc(Br)cc2)N3)sc(C(C)O)c1C (configuration not stated),3.4
CC(=O)N1c2ccc(S(=O)(=O)N(C)Cc3ccccc3)cc2CC1C (configuration not stated),-4.6
COc1ccc(N2C(=O)CC(NC3CC3)C2=O)cc1 (configuration not stated),-1.5
CCc1ccc(CN2CCCC(C(=O)N3CCCCC3)C2)cc1 (configuration not stated),12.9
COc1ccc(-n2nc(C(=O)N3CCN(c4cccc(Cl)c4)CC3)c3c4ccccc4n(C)c3c2=O)cc1,8.6
COC(=O)CSc1nnc(-c2ccc(S(=O)(=O)N3CCCCC3)cc2)o1,1.5
CCCCCn1c(=O)[nH]c2cc(C(=O)NCc3ccc(F)cc3)ccc2c1=O,-0.2
CCSc1ccc(C(=O)Nc2ccc(S(=O)(=O)N3CCCCC3C)cc2)cc1[N+](=O)[O-] (configuration not stated),-4.1
O=C(c1ccc(C#CC2(O)CCCCC2)cc1)N1CCN(c2ccccn2)CC1,-3.5
CCC(=O)Nc1ccc(S(=O)(=O)N2CCCC(C)C2)cc1 (configuration not stated),-1.3
NC(=O)c1c(NC(=O)COc2ccc(Cl)cc2C2CCCCC2)sc2c1CCCC2,-4.6
CCOc1cccc2cc(-c3csc(Nc4ccc(C(C)=O)cc4)n3)c(=O)oc12,-34.8
COc1ccccc1NC(=O)C1C2C=CC(O2)C1C(=O)O (configuration not stated),-1.9
NS(=O)(=O)c1ccc(CCn2c(-c3cccc([N+](=O)[O-])c3)csc2=Nc2cccc(C(F)(F)F)c2)cc1,-24.7
CCOc1ccccc1NC(=O)Nc1cc(OC)ccc1OC,8.6
Cc1cccc(/N=C/c2c(O)[nH]c3ccccc23)n1,-5.0
CCc1ccccc1NC(=O)c1c(NC(=O)c2ccccc2)sc2c1CCCC2,-1.7
Cc1sc2nc(SCC(=O)NCc3cccs3)[nH]c(=O)c2c1C,-4.4
CNC(=O)OCc1cccc(COC(=O)NC)n1,-3.6
CCOC(=O)Nc1ccc(S(=O)(=O)Nc2cc(C)on2)cc1,-0.2
CCOC(=O)c1sc2ncn(CC(=O)NCc3ccccc3)c(=O)c2c1C,-3.5
Cc1nnc(N2C(=O)C(O)=C(C(=O)c3ccco3)C2c2ccc(C(C)(C)C)cc2)s1 (configuration not stated),-41.6
O=C(COC(=O)c1ccc(Cl)c(S(=O)(=O)N2CCCC2)c1)NC1CCCC1,6.3
O=C(Nc1ccc(Br)cc1)C1C2C=CC3(O2)C1C(=O)N(CCC1=CCCCC1)C3C(=O)NC1CCCCC1 (configuration not stated),-15.1
CCOC(=O)CNC(=O)C1c2ccccc2Oc2ccccc21,-6.5
CC(C)CCn1c(N2CCN(c3cccc(Cl)c3)CC2)nc2c1c(=O)[nH]c(=O)n2C,3.6
CCOc1cc(C2Nc3ccccc3NC3=C2C(=O)CC(c2cc(OC)c(OC)c(OC)c2)C3)cc([N+](=O)[O-])c1O (configuration not stated),0.2
CC1=CC(C)(C)N(C(=O)CN2C(=O)c3cccc([N+](=O)[O-])c3C2=O)c2ccccc21,-2.1
Cc1cc(NC(=O)c2cccc([N+](=O)[O-])c2)ccc1-c1cc2ccccc2oc1=O,-0.7
CC1=C(C(=O)OCC(C)C)C(c2cccc([N+](=O)[O-])c2)NC(=O)N1 (configuration not stated),-0.4
Cc1ccc(NC(=O)C2CC(=O)N(c3ccc(F)cc3)C2)c(C)c1 (configuration not stated),0.6
O=C1NCCCN1Cc1ccc(F)cc1,-7.3
O=c1c2cc(N3CCOCC3)ccc2nc(SCc2ccccc2F)n1Cc1ccccc1,-18.1
COCCn1c(=N)c(C(N)=S)cc2c(=O)n3ccccc3nc21,-18.1
CCCC1=C(C(=O)OCC)C(c2cccc([N+](=O)[O-])c2)NC(=O)N1C (configuration not stated),-6.7
Cc1ccccc1CS(=O)(=O)CCC(=O)NCCc1ccc(Cl)cc1,3.5
Cc1nn(-c2ccccc2)c2nc(=O)n(-c3ccccc3)cc12,2.6
O=C(NCCN1CCC(Cc2ccccc2)CC1)C1CCN(S(=O)(=O)N2CCCC2)CC1,-5.9
CC1=C(C(=O)OCCOc2ccccc2)C(c2ccc3c(c2)OCO3)C2=C(CCCC2=O)N1 (configuration not stated),-0.9
O=C(C1CCCN1S(=O)(=O)c1ccc(Cl)cc1)N1CCOCC1 (configuration not stated),-1.2
CCOC(=O)c1c(N)sc(C(=O)N(C)C)c1C,5.2
C=CCSc1nnc2c(n1)OC(c1ccc(O)c(OCC)c1)Nc1ccccc1-2 (configuration not stated),-2.5
# Later entries
SMILES,14-3-3g Raf
CC(=O)N1CCc2cc(S(=O)(=O)CCC(=O)Nc3cc(C)cc(C)c3)ccc21,-7.0
Cc1c(C(=O)NCc2ccc(F)cc2)sc2ncn(Cc3ccccc3Cl)c(=O)c12,5.0
CC(O)CCc1nc2ccccc2[nH]1 (configuration not stated),4.6
CCOc1ccc(N2CC(C(=O)Oc3ccccc3)CC2=O)cc1 (configuration not stated),-12.3
O=[N+]([O-])c1ccc(N2CCCCCC2)c(S(=O)(=O)N2CCOCC2)c1,-5.8
COc1ccccc1C(=O)NCc1nc2ccccc2n1Cc1ccccc1F,-5.2
CCOC(=O)CCn1[nH]c(=O)c2ccccc2c1=O,4.5
Cc1ccc(NC(=O)c2cnn(-c3ccccc3)c2NC(=O)c2ccco2)cc1,-5.2
COc1ccc(N(CCCN2C(=O)c3cccc4cccc(c34)C2=O)C(=O)c2cc(C)cc(C)c2)cc1,9.8
Cc1ccc(NC(=O)CC(NCc2ccccc2)C(=O)O)cc1Cl (configuration not stated),0.7
CCc1ccc(-c2nc(-c3cc4ccc(OC(C)=O)cc4oc3=O)sc2CC)cc1,-38.3
Cc1c(C)c2cc3c(-c4ccc(Cl)cc4)coc3cc2oc1=O,2.2
CCSc1nc2c(c(=O)[nH]1)C(c1ccc(Cl)cc1)C(C(=O)OC(C)C)=C(C)N2 (configuration not stated),-3.1
COC(=O)c1ccccc1NC(=O)C1CCCN(c2nnc(-n3cccc3)s2)C1 (configuration not stated),1.2
COc1ccc(-n2nc(C(=O)NCC(=O)NCc3ccccc3)c3ccccc3c2=O)cc1Cl,-7.9

# Ordered by formula weight (falling): 3 of the compounds above
SMILES,14-3-3g Raf
COc1ccc(N(CCCN2C(=O)c3cccc4cccc(c34)C2=O)C(=O)c2cc(C)cc(C)c2)cc1,9.8
Cc1ccc(NC(=O)c2cnn(-c3ccccc3)c2NC(=O)c2ccco2)cc1,-5.2
CC(O)CCc1nc2ccccc2[nH]1 (configuration not stated),4.6

# (list continues)
SMILES,14-3-3g Raf
CCOc1ccc(C2C(=O)N(C3CCCCCC3)CC(=O)N2Cc2ccccc2OC)cc1OC (configuration not stated),-3.9
NC(=O)CCN1C(=O)C2C3C=CC(C3)C2C1=O (configuration not stated),-5.9
COc1ccc(-c2nc3ccccn3c2Nc2ccccc2C)cc1,-9.3
COc1ccc(N2C(=O)CC(NCC(O)c3ccccc3)C2=O)cc1 (configuration not stated),-2.4
NS(=O)(=O)c1ccc(CCNC(=O)CSc2nc3ccsc3c(=O)n2C2CC2)cc1,-3.3
Cc1ccc2nc(-c3ccc(Br)o3)c(Nc3ccccc3C)n2c1,-2.3
Cc1n[nH]c(C)c1S(=O)(=O)N1CCCC(C(=O)N2CCc3ccccc32)C1 (configuration not stated),3.5
Cc1ccc(CC(=O)Nc2nc3c(s2)C(=O)CC(C)(C)C3)cc1,3.5
CC(=O)N1c2c(cc(Br)cc2S(=O)(=O)N2CCN(C3CCCCC3)CC2)CC1C (configuration not stated),-0.8
COc1ccc(N2CCN(C(=O)C34CCC(C)(C(=O)C3)C4(C)C)CC2)cc1 (configuration not stated),-0.9
c1cn2c(NC3CCCCC3)c(-c3ccsc3)nc2cn1,-5.9
CN1CCN(C(=O)c2cc(Cl)ccc2Cl)CC1,-4.1
Cc1ccc(C)c2c1sc(=NC(=O)CN1C(=O)CCC1=O)n2C,0.5
CCCC(=O)N1CCN(c2nc(CC(C)C)c3c(c2C#N)CCC3)CC1,-10.0
CCCCn1c(CNC(=O)C(C)(C)C)nc2ccccc21,-3.7

# Part of the list above, reformatted.
SMILES	14-3-3g Raf
NC(=O)CCN1C(=O)C2C3C=CC(C3)C2C1=O (configuration not stated)	-5.9
COc1ccc(-c2nc3ccccn3c2Nc2ccccc2C)cc1	-9.3
COc1ccc(N2C(=O)CC(NCC(O)c3ccccc3)C2=O)cc1 (configuration not stated)	-2.4

# Continued.
SMILES,14-3-3g Raf
COc1ccc(C(=O)CSc2nc3sc(C)c(C)c3c(=O)[nH]2)cc1C,-3.2
NCCNS(=O)(=O)c1cccc2cnccc12,-3.6
CCOC(=O)C1=C(C)Nc2nnnn2C1c1cccs1 (configuration not stated),-3.4
O=C(CN1C(=O)c2ccccc2C1=O)NCc1ccncc1,1.1
CCOc1ccc(NC(=O)CSc2nc3ccccc3n2S(C)(=O)=O)cc1,-16.4
CC(C)(C)n1nnnc1CN(Cc1ccco1)Cc1cc2cc3c(cc2[nH]c1=O)OCO3,3.8
O=C(c1cnn2c(C(F)(F)F)cc(-c3ccco3)nc12)N1CCN(c2cccc(Cl)c2)CC1,-0.9
Clc1ccccc1CN1CCc2sccc2C1,-2.5&-4.7
O=C(c1ccc(Cl)cc1)N1CCN(c2ccc([N+](=O)[O-])c(Sc3cccc4cccnc34)c2)CC1,-2.9
N#Cc1c(-c2cccs2)cc(C2CC2)nc1SCc1ccccc1,-0.8
Cc1cc2oc(=O)cc(COC(=O)Cn3cnnn3)c2cc1C(C)C,2.1
CCS(=O)(=O)N1CCN(C2CCC(c3ccccc3)CC2)CC1 (configuration not stated),-3.1
CCOc1ccc(C(=O)Nc2ccc(-c3cc4ccccc4oc3=O)c(C)c2)cc1Cl,-1.6
COc1cc(C)c(-c2cc(C(=O)O)c(C)o2)cc1C(C)C,7.3
CC(=O)N(Cc1cccs1)C1(C(=O)NC2CCCC2)CCCCC1,-4.9
Cc1c(NC(=O)c2cc3ccccc3o2)cccc1-c1nc2cc(Cl)ccc2o1,-272.3
COCCCNC(=O)c1cccc(N2CCCC2=O)c1,-5.2
Cc1cccc(-n2c(Cc3cc(=O)[nH]c(=O)[nH]3)nnc2SC(C)C)c1,-0.6
O=C1C=C(c2cccc([N+](=O)[O-])c2)C(=O)N1c1ccc(Cl)cc1,-46.0
COc1ccc([N+](=O)[O-])cc1S(=O)(=O)N1CC2C3C=CC(C3)C2C1 (configuration not stated),-5.8
CC(=O)NC1=C(C(=O)c2ccccc2)N(C)S(=O)(=O)c2ccccc21,1.0
CN1C(=O)OC2(C)CCc3ccccc3C12C (configuration not stated),-2.0
CCOC(=O)c1csc(Nc2nc3ccc(F)cc3s2)n1,-23.6
Cc1ccccc1OCC(=O)N(Cc1nc(-c2ccccc2)no1)C(C)C,-6.7
COCCNC(=O)c1ccc(CS(=O)(=O)c2ccc(OC)cc2)o1,-3.7
O=C1NCN(c2ccccc2)C12CCN(c1nnnn1-c1ccccc1)CC2,-4.9
COC(=O)C(Br)(Br)C12CC3CC(CC(C3)C1)C2,9.6
Cc1cc(C)cc(NC(=O)c2cc(S(=O)(=O)NCc3ccccc3)ccc2F)c1,-5.0
O=C(Nc1nc2ccccc2s1)c1ccc([N+](=O)[O-])cc1Cl,2.1
COc1ccc(NC(=O)COc2ccccc2C(C)C)c(OC)c1,-22.4
O=C1C2C3C=CC(C2C(=O)N1Cc1ccc(F)cc1)C1C(=O)N(Cc2ccc(F)cc2)C(=O)C31 (configuration not stated),-4.0
O=C(CSc1nccn1-c1cccc(Cl)c1)N1CCc2ccccc21,-1.6
CCn1cc(C(=O)Nc2cc([N+](=O)[O-])ccc2OC)c(=O)c2ccc(C)nc21,8.1
COc1ccc(C(=O)N2CCN=C2SCc2cc(C)ccc2C)c(OC)c1,-5.0
O=C(Oc1ccc(C=Nc2ccccc2)cc1[N+](=O)[O-])c1ccccc1,-5.0

# A second format for 2 compounds above.
Molecule | 14-3-3g Raf
CCn1cc(C(=O)Nc2cc([N+](=O)[O-])ccc2OC)c(=O)c2ccc(C)nc21 | 8.1
O=C1C2C3C=CC(C2C(=O)N1Cc1ccc(F)cc1)C1C(=O)N(Cc2ccc(F)cc2)C(=O)C31 (configuration not stated) | -4.0

# Single values from the entries so far:
# Value of O=C(c1cnn2c(C(F)(F)F)cc(-c3ccco3)nc12)N1CCN(c2cccc(Cl)c2)CC1 under 14-3-3g Raf: -0.9
# Value of CC(=O)N1CCc2cc(S(=O)(=O)CCC(=O)Nc3cc(C)cc(C)c3)ccc21 under 14-3-3g Raf: -7.0

# Not all compounds are listed; the hit share may differ from the screen's.
